Screens from PubChem BioAssay.
CHT PAM: human CHT allosteric activation | Q9GZV3 | CHT-expressing cells, membrane potential dye, choline EC20; stronger effect = higher value; LV-AA mutant CHT in HEK293 cells | B-score at 10 µM | 310,000 compounds, 0.49% hits;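 active means initial fluorescence not abnormally high and integrated response B-score, plate-corrected, over 3 SD above library mean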
Target sequence (Q9GZV3 whole entry, looked up): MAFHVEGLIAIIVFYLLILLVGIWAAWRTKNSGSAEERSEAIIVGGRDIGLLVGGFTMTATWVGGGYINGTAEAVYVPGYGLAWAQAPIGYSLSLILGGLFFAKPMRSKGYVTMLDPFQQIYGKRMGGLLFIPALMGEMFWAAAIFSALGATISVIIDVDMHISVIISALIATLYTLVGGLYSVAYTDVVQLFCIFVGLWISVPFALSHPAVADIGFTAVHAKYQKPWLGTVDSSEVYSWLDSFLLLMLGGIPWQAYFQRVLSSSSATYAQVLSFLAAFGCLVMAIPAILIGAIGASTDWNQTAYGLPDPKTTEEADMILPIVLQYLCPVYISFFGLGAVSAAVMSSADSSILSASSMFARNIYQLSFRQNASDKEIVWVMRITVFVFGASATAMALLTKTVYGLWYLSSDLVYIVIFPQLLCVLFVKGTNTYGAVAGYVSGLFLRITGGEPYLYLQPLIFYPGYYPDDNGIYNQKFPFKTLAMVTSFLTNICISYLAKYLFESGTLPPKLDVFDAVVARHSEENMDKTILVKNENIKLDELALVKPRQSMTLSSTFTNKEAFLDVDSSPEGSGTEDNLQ
OX1R antag-1: blocks the human orexin 1 receptor. inhibition, % at 6.6 µM. 330,000 compounds, 1.8% hits. O43613. AID 485270. OX1R-expressing cells, FRET antagonist read-out; in the data active means inhibition mostly above about 38%, no sharp cut-off; inactive means mostly below about 40%;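 further: 0% = agonist challenge alone and 100% = reference antagonist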
Target sequence (O43613 whole entry, looked up): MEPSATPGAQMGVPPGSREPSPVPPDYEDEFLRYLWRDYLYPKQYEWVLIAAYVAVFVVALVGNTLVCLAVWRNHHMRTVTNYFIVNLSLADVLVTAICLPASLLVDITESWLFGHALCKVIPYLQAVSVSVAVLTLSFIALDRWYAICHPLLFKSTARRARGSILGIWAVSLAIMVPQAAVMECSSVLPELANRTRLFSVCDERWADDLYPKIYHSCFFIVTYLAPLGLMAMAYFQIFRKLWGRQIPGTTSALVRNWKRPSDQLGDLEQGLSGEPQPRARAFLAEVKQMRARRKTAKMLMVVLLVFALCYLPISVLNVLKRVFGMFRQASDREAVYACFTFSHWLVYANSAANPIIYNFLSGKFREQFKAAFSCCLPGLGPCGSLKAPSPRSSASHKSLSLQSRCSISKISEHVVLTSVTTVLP
OX1R antag-2: human HCRTR1 antagonism; O43613; CHO/OX1R cells, Fluo-8 calcium fluorescence, orexin A; inhibition, % at 5 µM; 330,000 compounds, 0.43% hits; AID 434989;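 active means inhibition above its plate's threshold, mean inhibition of all tested compounds on the plate plus 3 SD, cut at about 37% in these data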;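 further: 0% = orexin A challenge wells and 100% = SB-334867-A antagonist wells; not every result past the cut was called active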
The depositor's hits bear a star; i = inactive; · = not tested or not shown.

SMILES	CHT PAM	OX1R antag-1	OX1R antag-2
O=C(c1ccc(NS(=O)(=O)c2cccc(F)c2)cc1)N1CCCCC1	i	17	-14
CCN=C1SC(C(=O)Nc2cccc(Cl)c2)CC(=O)N1CC (stereo unspecified)	i	1	-18
O=C(COC(=O)c1c2c(nc3ccccc13)CCCCC2)NCc1ccc2c(c1)OCO2	8.7*	47	-16
C=CCn1c(SCc2nc3ccccc3[nH]2)nnc1-c1ccc(OC)cc1	i	5	-6
CCOC(=O)N1CCN(C(=O)CN(C2CCCCC2)S(C)(=O)=O)CC1	i	16	-8
CN(CC(=O)Nc1ccc(F)c(F)c1)S(=O)(=O)c1cccc2nsnc12	i	63*	-14
O=C(/C=C/c1ccccc1[N+](=O)[O-])N1CCN(C(=O)c2ccco2)CC1	i	19	-14
O=C(NCc1ccco1)c1ccc(N2CCCC2=O)cc1	i	8	-2
CCCn1c(NCc2ccccc2NS(=O)(=O)c2ccc(C)cc2)nc2ccccc21	i	22	-8
Cc1cc(NC(=O)COC(=O)c2cccc(O)c2)no1	i	15	9
CC1CN(C(=O)C(C)N2CCN(c3cccc(Cl)c3)CC2)CC(C)O1 (stereo unspecified)	i	16	-32
CC(C)Cc1nnc(NC(=O)CC(C)c2ccccc2)s1 (stereo unspecified)	i	11	-29
COc1cc(CC(NC(C)=O)C(=O)NC2CCN(c3nc(C)cc(C)c3C#N)CC2)cc(OC)c1 (stereo unspecified)	i	9	-2
COc1ccc(OC)c(S(=O)(=O)N2CCC(C(=O)Nc3ccc(C)c(C)c3)CC2)c1	i	9	-5
COC(=O)c1sccc1NC(=S)N1CCN(c2cc(C)ccc2C)CC1	i	18	1
CC(C)N(c1ccccc1)c1ccc(NC(=O)C2CCCO2)cc1 (stereo unspecified)	i	21	-13
CC(=O)NCC(=O)OCC(=O)c1ccc(C)c(C)c1	i	12	-19
O=C(Nc1ccccn1)c1ccc(Cl)c(S(=O)(=O)N2CCOCC2)c1	i	3	-10
Oc1ccc(/C=N/N2CCCCC2)c(O)c1	i	8	-30
CCO/C=C1/C(=O)N(CC)c2ccccc21	i	32	-14
CN(C)S(=O)(=O)c1ccc(Cl)c(NC(=O)COC(=O)/C=C/c2cnc3ccccc3n2)c1	i	12	-22
O=C(NCC1CCCO1)C1CCC(=O)N1Cc1ccccc1Cl (stereo unspecified)	i	18	-17
CC(=O)c1ccc(NC(=O)CSc2ccc(-c3ccc(-n4cccn4)cc3)nn2)cc1	i	14	-19
COCCn1c(Cc2cccn2C)nnc1SCC(=O)NCc1ccc2c(c1)OCO2	i	28	-28
Cn1cnnc1SCC(=O)Nc1ccc2ccccc2c1	·	8	-6
CCc1ccc2c(CN(C)Cc3ccccc3OC)cc(=O)oc2c1	i	-8	-37
CCOC(=O)c1c(NC(=O)C2=C(C)NC(=S)NC2c2ccc(C)cc2)sc(C)c1C (stereo unspecified)	i	2	-35
COC(=O)Sc1nc(N2CCOCC2)c2c(c1C#N)CC(C)(C)OC2	i	12	-10
Cn1c(=O)c2cn(-c3ccccc3)cc2n(C)c1=O	i	43	-20
CCOC(=O)c1c(-c2ccc(C)o2)csc1NC(=O)CN(C)CC(=O)Nc1ccc(C)cc1	i	7	-40
COc1ccc(NC(=O)C2CCCN2C(=O)Nc2cccc(F)c2)cc1 (stereo unspecified)	i	3	-15
Cc1nc2c(C(=O)NCCc3ccccc3Cl)c[nH]n2c(=O)c1Cl	i	10	-16
CN1C(=O)SC(Nc2cccc3ccccc23)C1=O (stereo unspecified)	i	15	-21
CCCc1cc(C(=O)Nc2cc(Br)ccc2O)no1	i	5	-3
CC1Cc2cc(/C(O)=C3/C(=O)C(=O)N(Cc4ccncc4)C3c3ccc(N(C)C)cc3)ccc2O1 (stereo unspecified)	i	9	-17
COc1cc(OC)c(-c2nc3ccccc3s2)cc1OC	i	94*	54*
O=C1c2cccc3c(N4CCCCC4)ccc(c23)C(=O)N1c1ccccn1	i	48	51*
Cc1ccc(C2(c3ccccc3)NC(=O)N(CC(=O)NC3(C#N)CCCC3)C2=O)cc1C (stereo unspecified)	·	11	-8
CCOCCCN(C)C1CCN(C(=O)c2oc3ccccc3c2NC(=O)COc2ccc(F)cc2)CC1	i	1	-19
COc1ccccc1CN1CCNC(=O)C1CC(=O)NCCc1cnccn1 (stereo unspecified)	i	7	-7

Retrieved by structure from above, 3 records:
SMILES	CHT PAM	OX1R antag-1	OX1R antag-2
Cc1ccc(C2(c3ccccc3)NC(=O)N(CC(=O)NC3(C#N)CCCC3)C2=O)cc1C (stereo unspecified)	·	11	-8
COc1cc(OC)c(-c2nc3ccccc3s2)cc1OC	i	94*	54*
CC1Cc2cc(/C(O)=C3/C(=O)C(=O)N(Cc4ccncc4)C3c3ccc(N(C)C)cc3)ccc2O1 (stereo unspecified)	i	9	-17

The list continues.
SMILES	CHT PAM	OX1R antag-1	OX1R antag-2
CCN(c1ccccc1)S(=O)(=O)c1ccc(C(=O)NCc2ccco2)cc1	·	4	7
CCOc1ccccc1N1CCN(C(=O)c2c(C)noc2C)CC1	i	7	-10
Cc1ccc(S(=O)(=O)Nc2cc(C(=O)NCCN3CCCC3)ccc2N2CCCCC2)cc1	i	18	-39
CCN(C(=O)c1cc(S(=O)(=O)N2CCCCC2)c[nH]1)c1ccc(OC)cc1	i	14	-25
CCOC(=O)N1CCN(CC(O)COC(CC)c2ccccc2)CC1 (stereo unspecified)	i	15	-14
C=CCNC(=O)c1ccc2c(c1)nnn2C	i	3	-11
COc1ccccc1N1CSC2=C(C#N)C(c3ccc(SC)cc3)CC(=O)N2C1 (stereo unspecified)	i	4	-22
COc1cccc(OC)c1CN(C)C(=O)c1cnccc1C(F)(F)F	i	10	-25
CCOc1ccc(NC(=S)NC(=O)/C=C/c2ccc(OC)c(OC)c2)c([N+](=O)[O-])c1	i	20	-44
O=C(NC1CCCCC1)c1cc([N+](=O)[O-])ccc1N1CCCC1	i	39	-16
CCOc1cc(/C=C(\C#N)c2nc(-c3cccs3)c(NC(C)=O)s2)ccc1O	i	66*	48
O=C1CCc2cc(NS(=O)(=O)c3ccc(Br)cc3)cc3c2N1CC3	i	13	-22
COc1ccc2c(c1)OC[C@H]1[C@H]2N2C(=O)c3ccccc3NC(=O)[C@@]2(C)[C@H]1c1ccccc1	·	4	-6
Cc1ccc(S(=O)(=O)Cn2nnnc2CN(Cc2ccco2)CC2CCCO2)cc1 (stereo unspecified)	i	14	-34
O=C(C1=C[C@@H](c2ccc(C(F)(F)F)cc2)C[C@@H](OCCCCO)O1)N1CCN(Cc2ccccc2)CC1	i	27	1
Cc1n[nH]c(=O)c2c(NC(=O)COC(=O)COc3cccc(Br)c3)oc(C)c12	i	17	-16
Cc1ccc(S(=O)(=O)N2CCOCC2)cc1C(=O)Nc1ccncc1	·	2	11
O=C(CSc1nc2ccccc2nc1N1CCCCC1)N1CCN(c2ccccc2)CC1	i	5	-51
CCS(=O)(=O)c1ccc(O)c(NC(=O)CCCC(=O)O)c1	i	4	-9
Cc1ccc(C)c(Nc2ncnc(N)c2[N+](=O)[O-])c1	i	9	7
COc1ccc(-c2cc(C(F)(F)F)n3nc(C(=O)NCCCn4ccnc4)cc3n2)cc1	i	37	-21
C/C(=C\C(=O)c1ccc(C)o1)Nc1ccc(C(=O)O)cc1C	i	15	-21
CN(C)CCN(C(=O)c1ccc2ccccc2c1)c1nc2c(F)cc(F)cc2s1	i	7	-5
CCOC(=O)C1=C(COc2ccc(C)cc2)NC(=O)NC1c1cc(C)ccc1C (stereo unspecified)	i	6	-22
O=[N+]([O-])c1cc(S(=O)(=O)Nc2cccc(Cl)c2)ccc1N/N=C/c1ccc(N2CCOCC2)cc1	i	1	-13
Cc1onc(-c2ccccc2)c1CNS(=O)(=O)c1ccccc1[N+](=O)[O-]	i	26	-15
CN1C(=O)C2ON(c3ccccc3)C(c3cccs3)C2C1=O (stereo unspecified)	i	16	-19
CCOC(CCn1ccc(O)c(Cc2ccc(Cl)cc2)c1=O)OCC	i	-5	-4
COc1ccc(-c2nc(CS(=O)(=O)CC(=O)NCc3cccc(OC)c3OC)c(C)o2)cc1	i	-2	-26
COC(=O)C(C(C)C)N(Cc1cc(OC)cc(OC)c1)S(=O)(=O)CCl (stereo unspecified)	·	9	-12
O=C1C(Cc2ccc(F)cc2)SC(=Nc2ccccc2)N1c1ccccc1 (stereo unspecified)	i	16	-31
Cc1ccc(S(=O)(=O)N(C)c2ccccc2C(=O)Nc2c(F)cccc2F)cc1	i	0	-7
NC(=NC1CCCCC1)c1ccc([N+](=O)[O-])cc1	i	47	-6
Cc1cccc(N2CCN(Cc3cc(=O)n4ccsc4n3)CC2)c1C	i	16	-13
O=C(Nc1ccccc1C(=O)N/N=C/c1ccco1)c1ccc(Cl)cc1	i	17	-26
Cc1ccc(-n2nc3c(=O)n(C(C)C(=O)NCc4ccccc4Cl)nc(C)c3c2C)cc1 (stereo unspecified)	i	18	-45
C/C(CC(=O)Nc1ccc2c(c1)OCCO2)=N\NC(=O)c1ccccn1	i	13	-11
NCCc1ccc(O)c(O)c1	i	10	-2
CC(C)CN1C(=O)c2ccccc2C1(O)Cc1ccccc1 (stereo unspecified)	i	30	-24
O=C(NC1CCCC1)C(c1ccncc1)N(C(=O)c1csnn1)c1ccc(Cl)cc1 (stereo unspecified)	i	3	-29
CCOC(=O)N1CCN(C(=O)c2ccc3[nH]c(C)c(C)c3c2)CC1	·	-1	2
Cc1cc[n+](CC(=O)c2ccc(NC(=O)c3ccccc3)cc2)c2ccccc12	i	59	-16
CC1CCc2nc(NC(=O)CSc3nc4ccccc4o3)sc2C1 (stereo unspecified)	i	89*	-27
CCC(=O)Nc1ccc(C(=O)CSc2nnc(-c3ccc(O)cc3)n2CC2CCCO2)cc1OC (stereo unspecified)	i	6	-17
COc1cccc(/C=N/NC(=O)c2oc3nc(-c4ccccc4)cc(-c4ccco4)c3c2N)c1	i	18	-16
CCOc1cccc(NC(=O)CSc2nc(C)c3c(c2C#N)CCCC3)c1	i	10	-15
CCOC(=O)C1CCCN(C2CC(=O)N(c3cccc(C)c3)C2=O)C1 (stereo unspecified)	i	14	-8
COC(=O)c1ccc(NC(=O)CSc2nc3[nH]ncc3c(=O)[nH]2)cc1	i	23	-16
CNc1c([N+](=O)[O-])cnn1-c1ccc(C)cc1	i	18	-13
CC1=NN(Cc2ccccc2)C(=O)/C1=C\c1ccc(N(C)C)cc1	i	25	-32
Remaining list, next part.
SMILES	CHT PAM	OX1R antag-1	OX1R antag-2
CCOc1ccccc1Nc1nnc(Cc2ccccc2Cl)c(=O)[nH]1	i	11	-16
Cc1cccc(NC(=O)CCN2CCC(C(N)=O)CC2)c1	i	-5	-10
Cc1ccc(NC(=O)COC(=O)CCc2ccccc2)cc1S(=O)(=O)N1CCOCC1	·	2	-17
O=C1C=C(c2ccccc2)C[C@H](c2cccs2)[C@H]1n1nnc([N+](=O)[O-])n1	i	22	-13
Cc1cnc(C(=O)OCC(=O)N2CCN(S(=O)(=O)c3ccc(Cl)cc3)CC2)cn1	i	16	-10
O=C(NC(=S)Nc1ccc(N2CCOCC2)c(Cl)c1)C(c1ccccc1)c1ccccc1	i	-2	8
O=C(Nc1nnc(C2CC2)s1)c1ccncc1	i	18	-11
CCCC1S/C(=N/N=C/c2ccc(OC)cc2)N(Cc2ccc(OC)cc2)C1=O (stereo unspecified)	i	19	-23
O=[N+]([O-])c1ccc(OCc2cccc(COc3ccc([N+](=O)[O-])cc3)n2)cc1	i	16	-7
COc1ccc(C2=NOC(CNC(=O)c3ccccc3Br)C2)c(OC)c1 (stereo unspecified)	i	9	-14
O=C1NC(=Nc2ccccc2Cl)S/C1=C\c1cc([N+](=O)[O-])ccc1O	i	72*	7
CCn1c(NC(=O)c2ccccc2F)c(-c2cccs2)c(=O)c2ccccc21	i	3	-15
Cc1noc(C)c1CSc1nnc2sc3ccccc3n12	i	8	-17
S=C(NCc1ccccc1)Nc1ccc(Cl)cc1	i	13	11
Cc1nn2cc(-c3ccc(-c4ccccc4)cc3)nc2s1	i	16	-13
NC(=O)CC[C@@H]1NC(=O)[C@@H]2CCCN2C(=O)c2cc([N+](=O)[O-])cc(I)c2NCCCC[C@@H](C(=O)NC(CC(=O)O)C(N)=O)NC1=O (stereo partly specified)	i	28	-1
COc1cc(/C=N/NC(=O)c2cccnc2)ccc1OC(=O)c1ccco1	i	5	-17
COc1ccc(C(=O)N2CCN(Cc3ccc4c(c3)OCO4)CC2)cc1[N+](=O)[O-]	i	7	-23
CC1(C)CC(=O)C2=C(C1)OC1=C(C(=O)CC(C)(C)C1)C2c1ccc(O)c([N+](=O)[O-])c1	i	19	-14
O=C(NCC(c1ccco1)N1CCOCC1)c1cccc(Cl)c1 (stereo unspecified)	i	24	-20

Compounds listed so far with an aryl thioether with sulfur outside any ring (eleven):
SMILES	CHT PAM	OX1R antag-1	OX1R antag-2
C=CCn1c(SCc2nc3ccccc3[nH]2)nnc1-c1ccc(OC)cc1	i	5	-6
CC(=O)c1ccc(NC(=O)CSc2ccc(-c3ccc(-n4cccn4)cc3)nn2)cc1	i	14	-19
COCCn1c(Cc2cccn2C)nnc1SCC(=O)NCc1ccc2c(c1)OCO2	i	28	-28
Cn1cnnc1SCC(=O)Nc1ccc2ccccc2c1	·	8	-6
COc1ccccc1N1CSC2=C(C#N)C(c3ccc(SC)cc3)CC(=O)N2C1 (stereo unspecified)	i	4	-22
O=C(CSc1nc2ccccc2nc1N1CCCCC1)N1CCN(c2ccccc2)CC1	i	5	-51
CC1CCc2nc(NC(=O)CSc3nc4ccccc4o3)sc2C1 (stereo unspecified)	i	89*	-27
CCC(=O)Nc1ccc(C(=O)CSc2nnc(-c3ccc(O)cc3)n2CC2CCCO2)cc1OC (stereo unspecified)	i	6	-17
CCOc1cccc(NC(=O)CSc2nc(C)c3c(c2C#N)CCCC3)c1	i	10	-15
COC(=O)c1ccc(NC(=O)CSc2nc3[nH]ncc3c(=O)[nH]2)cc1	i	23	-16
Cc1noc(C)c1CSc1nnc2sc3ccccc3n12	i	8	-17
